# Assay outcomes as filed in PubChem.
# GSK3 alpha inh – human GSK-3 alpha kinase inhibition; P49840; ADP-Glo luminescence, 60 min; inhibition, % at 10 µM; 320,000 tested, 0.1% active; AID 2650;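 in the data active means inhibition above about 50%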;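 further: GST-tagged GSK-3 alpha with peptide substrate and 25 µM ATP; 0% = DMSO neutral wells and 100% = GW8510 positive control wells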
# Target sequence (P49840 whole entry, looked up): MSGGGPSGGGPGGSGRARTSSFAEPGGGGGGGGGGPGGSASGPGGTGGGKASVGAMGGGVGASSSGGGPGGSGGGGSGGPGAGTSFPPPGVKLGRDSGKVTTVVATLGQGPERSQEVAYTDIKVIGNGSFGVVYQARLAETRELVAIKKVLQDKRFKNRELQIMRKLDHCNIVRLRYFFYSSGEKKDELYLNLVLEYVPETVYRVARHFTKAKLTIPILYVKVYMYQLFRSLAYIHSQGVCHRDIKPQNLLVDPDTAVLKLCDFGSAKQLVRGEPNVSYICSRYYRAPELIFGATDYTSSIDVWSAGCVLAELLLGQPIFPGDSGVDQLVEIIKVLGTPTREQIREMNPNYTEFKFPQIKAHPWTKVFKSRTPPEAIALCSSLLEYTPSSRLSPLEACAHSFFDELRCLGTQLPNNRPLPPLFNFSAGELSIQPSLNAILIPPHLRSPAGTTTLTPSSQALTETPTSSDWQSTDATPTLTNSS
# HSF1 inhib – HSF1 inhibition; NIH3T3-HGL HSE-luciferase, MG132-induced, luminescence 8 h; stronger effect = lower value; activity change, negative = inhibition, % at 7.5 µM (by protocol); 300,000 tested, 0.77% active;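 active means more than half of replicate wells show activity change below -50%, luminescence cut by over half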;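 further: luciferase reports HSF-1 transcriptional activity via heat shock element; 0% = median of DMSO wells and -100% = zero luminescence signal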
# HSF1 activator – increases HSF-1 driven luciferase reporter signal; NIH3T3-HGL HSF-1 luciferase reporter, MG132, 8 h; 100% = twice DMSO control signal; activation, % at 9 µM; 300,000 tested, 1.7% active; AID 504408;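 active means mean replicate activation of at least 50% with a set share of replicates each reaching 50%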;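 further: 0% = median of the neutral control wells and 100% = twice that signal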
# IEC-6 cytotox – kills IEC-6 intestinal cells in KLF5 counter-screen; IEC-6 cytotoxicity, luminescence viability; inhibition, % at 5 µM; 290,000 tested, 0.78% active; in the data active means inhibition above about 22%;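 further: 0% = plate median of test compound wells and 100% = cytotoxic reference compound wells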
# HSP90 inh – HSP90 refolding inhibition in rabbit reticulocyte lysate; 290,000 tested, 0.91% active; inhibition, % at 5.6 µM; AID 1789; luciferase refolding luminescence, 3 h;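 active means inhibition above the screen-wide mean plus 3 SD, computed separately per campaign, cut at about 16% in these data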;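 further: 0% = DMSO wells and 100% = 60 µM geldanamycin wells; inhibitors lower the luminescence because luciferase stays unfolded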
# aSyn 5UTR inh – MLPCN primary screen, SNCA 5' untranslated region | 300,000 tested, 0.82% active | inhibition, % (tested at 7.5 µM) | alpha-synuclein 5'UTR reporter, inhibitor activity | AID 1813; in the data active means inhibition above about 60%;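 further: H4 neuroglioblastoma cells stably carrying SNCA 5'UTR luciferase fusion; 0% = DMSO wells and 100% = positive control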
# AI-2 QS mod – Vibrio harveyi AI-2 quorum sensing modulation; Vibrio harveyi JMH597 AI-2 luminescence/OD600 ratio, 9 h; stronger effect = lower value; strain lacks LuxN and CqsS sensors; 0 = neutral-control median; activity change, % at 7.5 µM; 300,000 tested, 0.4% active; in the data active means activity change below about -75%, passing the limit was not always enough;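 further: luminescence divided by OD600 gain over 9 h not by final OD600 alone; inactives centre near 13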
# HIF activator – HIF pathway transcriptional activation | activation, % at 7.5 µM (by protocol) | 300,000 tested, 0.32% active | U2OS HRE-luciferase reporter, luminescence; normalized: DMSO 0%, desferrioxamine 100%;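 active means mean activation of at least 10% of the iron chelator positive control signal, with at least half of replicates also reaching 10%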
# KLF5 inh – inhibitors of KLF5 expression; DLD-1 KLF5 promoter-luciferase reporter, luminescence; inhibition, % at 5 µM; AID 1700; 290,000 tested, 0.23% active;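 active means inhibition above a per-plate limit of that plate's mean compound inhibition plus 3 SD, cut at about 60% in these data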;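 further: 0% = DMSO wells and 100% = LY294002 at 200 µM; higher means less KLF5 promoter-driven luciferase light; inactives centre near -14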
# GSK3B inh – inhibitors of human GSK3beta kinase; 300,000 tested, 0.038% active; activity score (negative = inhibition), % at 10 µM; P49841; GST-GSK3beta kinase, ADP-Glo luminescence, 60 min; stronger effect = lower value;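 active means more than half of replicate wells score below -50%, meaning over 50% inhibition versus plate controls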;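 further: 0% = median DMSO wells and -100% = median GW8510 positive control wells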
# Target sequence (P49841 whole entry, looked up): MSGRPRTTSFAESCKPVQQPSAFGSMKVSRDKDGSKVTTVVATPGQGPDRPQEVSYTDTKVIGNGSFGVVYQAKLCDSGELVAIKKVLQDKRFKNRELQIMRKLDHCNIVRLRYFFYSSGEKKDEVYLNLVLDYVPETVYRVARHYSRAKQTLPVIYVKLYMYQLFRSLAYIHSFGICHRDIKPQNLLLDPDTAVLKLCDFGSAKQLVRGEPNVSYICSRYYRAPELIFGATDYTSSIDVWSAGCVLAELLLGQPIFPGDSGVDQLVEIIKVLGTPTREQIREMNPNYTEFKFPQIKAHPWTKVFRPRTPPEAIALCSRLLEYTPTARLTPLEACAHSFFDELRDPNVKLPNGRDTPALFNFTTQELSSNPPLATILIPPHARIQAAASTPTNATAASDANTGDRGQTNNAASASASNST
#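 Test system – GST-tagged human GSK3beta kinase, cell-free · Incubation – 60 min enzyme reaction, room temperature · Signal – ADP-Glo luminescence · Also added – peptide substrate and ATP at 25 µM · Controls – DMSO neutral wells and GW8510 at 20 µM as positive · Buffer or medium – Tris/MgCl2 kinase buffer · Measure – Luminescence-derived activity versus plate DMSO and GW8510 wells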
# * hit, by the source's call; nt = not tested or not shown.
SMILES,GSK3 alpha inh,HSF1 inhib,HSF1 activator,IEC-6 cytotox,HSP90 inh,aSyn 5UTR inh,AI-2 QS mod,HIF activator,KLF5 inh,GSK3B inh
C=Cc1cccc(NC(=O)c2ccc(NC(=O)c3ccco3)cc2)c1,-1,13,19,-2,-2,-31,42,0.1,-35,3
O=C(c1ccccc1)N1CCN(C2CCCCCC2)CC1,-2,-5,-6,8,3,8,17,0.0,2,2
COc1ccc(-c2csc(NC(=O)COC(=O)c3ccco3)n2)cc1,-28,15,28,-6,-3,-140,32,2.4,-18,0
O=C(/C=C/c1ccc(Cl)cc1Cl)NCCN1CCOCC1,0,-7,-9,-1,0,-3,12,0.4,-6,2
CN1C(C(=O)NCc2ccco2)CC2Cn3c(nc4cc5ccccc5cc43)C21 (stereo unspecified),-1,-6,-2,nt,nt,-1,8,0.8,nt,1
O=C(N/N=C/c1ccccc1OC(=O)N1CCOCC1)c1cccs1,0,3,5,6,1,-47,-5,0.6,-20,0
O=C(c1ccc(S(=O)(=O)N2CCCCCC2)cc1)N1CCC(CN2C(=O)c3cccc4cccc(c34)C2=O)CC1,nt,2,7,0,0,17,10,-0.1,-21,3
CCOc1ccc(NC(=O)Nc2cccnc2)cc1,nt,-6,-4,9,-4,-141,-7,3.2,-25,1
CN(C)C(=O)CCC(=O)N(C)CC1CCCN(CCc2ccc(F)cc2)C1 (stereo unspecified),2,-1,-6,-8,-4,-3,13,-44,-3,0
CCn1cc(C(=O)O)c(=O)c2cc(F)c(N3CCN(C(=S)Nc4ccc(OC)cc4)CC3)cc21,-3,-25,-34,1,-3,-24,8,-0.1,-19,3
CN(C)S(=O)(=O)N(CC(=O)N1CCN(c2ccccc2F)CC1)c1ccccc1,0,0,1,-5,0,22,-8,0.3,-7,-5
COc1ccc(NC(=O)N2c3ccccc3CC2C)cc1OC (stereo unspecified),0,5,29,-3,-2,-6,21,0.5,-30,-1
CCOc1ccc(OCCCCNC(C)(C)C)cc1,nt,8,14,-4,-1,28,29,0.4,-8,0
CC(C(=O)NCc1ccccn1)c1ccc([N+](=O)[O-])cc1 (stereo unspecified),1,-2,-19,-4,-4,7,2,-0.3,-17,1
CCOc1ccc(C(C(=O)NC2CCCC2)N(C(=O)c2snc(C(N)=O)c2N)C2CCCC2)cc1 (stereo unspecified),0,6,16,-3,-1,2,26,0.2,-8,4
Cc1ccc(C(=O)Nc2cccc(C(F)(F)F)c2)cc1NC(=O)c1nccn1C,-2,-8,-14,nt,nt,20,26,-0.1,nt,-2
O=S(=O)(c1ccc(N2CCOCC2)c(Cl)c1)N1CCOCC1,-1,-4,6,0,0,28,6,-0.6,-13,5
Cc1cc(C)n(-c2ccc(C(=O)OCC(=O)Nc3cc(Cl)ccc3[N+](=O)[O-])cc2)n1,1,-4,-9,-8,-3,23,13,-0.1,4,2
O=S(=O)(c1ccc(-c2cn3ccccc3n2)cc1)N1CCOCC1,0,-1,-18,-2,5,-9,4,0.8,-11,0
Cc1ccc(S(=O)(=O)NCCC(=O)N2CCC(C(N)=O)CC2)cc1C,-4,-6,-4,nt,nt,0,24,-0.1,nt,0
COC(=O)CC1SC(=O)NC1=Nc1ccc(OC)cc1 (stereo unspecified),-2,6,11,1,3,-8,11,-0.3,-30,1
COc1cc(/C=N/NC(=O)c2ccc(NC(=O)C3CC3)cc2)ccc1OC(C)=O,0,-4,2,2,-4,6,11,0.1,-26,3
CCCCOc1cccc(C2(C(=O)O)CCCC2)c1,-7,nt,nt,-1,3,nt,nt,nt,-43,nt
CCOc1cc(C)c(S(=O)(=O)NC2CCCCC2)cc1C,-3,-46,-61,3,-2,15,17,-0.6,20,2
Cc1cccc2cc(C#N)c(SCC(=O)NNC(=O)Cc3ccccc3)nc12,0,-2,-7,3,-8,9,4,0.2,-38,-1
CSc1nsc(SC)c1C(=O)OCC(F)(F)F,-3,-3,-18,-1,0,-6,16,-0.3,-5,5
Cn1ccc(C(=O)OCC(=O)Nc2ccccc2)n1,nt,-4,-2,2,4,3,14,0.8,-15,3
CCN1CCc2nc(NC(=O)c3ccc(S(=O)(=O)N(C)C)cc3)sc2C1,-1,-4,-11,3,8,-9,2,0.0,-6,2
COc1ccc(C(=O)N/C(=C\c2cn(C)c3ccccc23)C(=O)NCCCN2CCOCC2)cc1,-2,2,14,-5,-3,13,10,0.0,-27,0
OC(CN1CCN(c2ccc(C(F)(F)F)cn2)CC1)c1ccccc1 (stereo unspecified),-1,6,23,-4,-4,16,20,-24,-14,2
CCCCC1CCC(C(=O)Nc2ccccc2)CC1 (stereo unspecified),-5,-2,4,0,10,-5,-3,-0.1,12,-3
O=C(COc1ccccc1)Nc1nnc(-c2ccco2)o1,-4,-8,3,-2,-3,-3,6,-0.1,-10,0
O=C(NCCCN1CCOCC1)c1ccc(N2CCOCC2)c([N+](=O)[O-])c1,3,-3,3,-7,-6,2,8,0.2,-33,0
CN(C)c1ccc(/C=N/n2c(C3CCCCC3)n[nH]c2=S)cc1,5,-3,-15,-1,0,16,-29,-0.3,-27,-1
COc1cc(/C=N/NC(N)=S)ccc1OCC(=O)N1CCOCC1,nt,-6,-4,-2,3,1,19,-1.1,-26,-1
O=C(Nc1ccc2ccccc2n1)Nc1cccs1,-5,22,40,6,2,-62,25,1.1,2,2

# Three entries from above in another layout:
SMILES | GSK3 alpha inh | HSF1 inhib | HSF1 activator | IEC-6 cytotox | HSP90 inh | aSyn 5UTR inh | AI-2 QS mod | HIF activator | KLF5 inh | GSK3B inh
CN(C)c1ccc(/C=N/n2c(C3CCCCC3)n[nH]c2=S)cc1 | 5 | -3 | -15 | -1 | 0 | 16 | -29 | -0.3 | -27 | -1
COc1cc(/C=N/NC(N)=S)ccc1OCC(=O)N1CCOCC1 | nt | -6 | -4 | -2 | 3 | 1 | 19 | -1.1 | -26 | -1
O=C(Nc1ccc2ccccc2n1)Nc1cccs1 | -5 | 22 | 40 | 6 | 2 | -62 | 25 | 1.1 | 2 | 2

# The list continues.
SMILES,GSK3 alpha inh,HSF1 inhib,HSF1 activator,IEC-6 cytotox,HSP90 inh,aSyn 5UTR inh,AI-2 QS mod,HIF activator,KLF5 inh,GSK3B inh
O=C(COC(=O)c1cnccn1)NCc1ccccc1,-6,-9,-8,-8,-1,22,23,-0.6,-43,1
Cc1ncoc1C(=O)Nc1ccccc1C(N)=O,3,-2,9,0,3,21,23,-0.3,-40,-1
O=C(NCc1ccc(OC(F)(F)F)cc1)C1CC2Cn3c(nc4ccccc43)C2N1c1ccccc1 (stereo unspecified),-2,-3,-1,-1,-2,-1,37,0.2,-28,-1
COC(=O)c1cccc(NC(=O)/C=C/c2cccc([N+](=O)[O-])c2)c1,-2,3,12,1,-4,-35,27,1.4,-39,0
O=C(Nc1cc(N2CCOCC2)ncn1)Nc1cccc2ccccc12,-3,-1,1,-1,-2,0,14,0.7,-22,3
C/C(=N/NC(=O)C1CC1(c1ccccc1)c1ccccc1)c1cccs1 (stereo unspecified),-2,-1,-12,-3,-2,17,2,-0.2,-13,2
O=C(CC1S/C(=N/N=C2CCCCCC2)NC1=O)Nc1ccccc1C(F)(F)F (stereo unspecified),-2,-3,-16,5,5,-16,8,1.1,-8,-1
O=[N+]([O-])c1ccccc1Nc1nc(-c2cccnc2)cs1,2,11,18,3,-4,-91,14,0.8,-85,2
O=C(CN1C(=O)/C(=C/c2ccccc2F)Sc2ccccc21)NCc1cccnc1,0,3,7,-6,0,-35,11,0.5,4,-3
CC(=O)c1ccc(N2CCN(C(=O)COc3ccccc3F)CC2)c(F)c1,-2,3,-13,-2,3,6,9,0.6,-22,-1
CCOc1ccc(CNC(=O)c2ccc(Sc3ccc(C)cc3)c(NC(C)=O)c2)cc1,3,-1,16,5,4,38,27,-0.4,-30,0
c1ccc2sc(NC3=NCN(CCN4CCOCC4)CN3)nc2c1,-1,3,0,5,1,-6,9,0.7,-41,1
CCOc1ccccc1N(CC(=O)NCc1ccncc1)S(=O)(=O)c1ccccc1,0,-9,4,-7,-1,1,7,0.8,16,0
COc1ccc(C(C(=O)NC(C)(C)C)N(C(=O)Cn2nnc3ccccc32)c2ccc(C(C)=O)cc2)cc1O (stereo unspecified),-1,-1,1,-4,-6,-34,12,0.5,-33,2
COc1ccc2c(c1OC)C(=O)OC2Nn1cncn1 (stereo unspecified),-1,1,3,-8,2,5,8,-0.1,-31,4
O=C(c1ccc(S(=O)(=O)NCc2ccco2)cc1)N1CCCC(C(F)(F)F)C1 (stereo unspecified),-1,-11,3,nt,nt,-4,20,1.1,nt,1
Cc1ccc(NC(=O)COC(=O)CCn2c(C)csc2=O)c([N+](=O)[O-])c1,3,4,2,nt,nt,1,26,-1.0,nt,-1
COc1ccccc1CNCC(=O)Nc1ccccc1-n1cccc1,0,-6,-7,1,5,-16,13,-0.6,3,-4
COc1ccccc1CNC(=O)c1sccc1-c1ccccc1,0,-4,-3,2,3,8,5,-0.7,14,1
CNC(=O)c1ccsc1NC(=O)c1coc2ccccc2c1=O,-1,1,8,-1,-6,-23,9,0.0,-6,0
O=C(c1ccc(Cl)c(S(=O)(=O)N2CCCC2)c1)N1CCN(c2ncccn2)CC1,-1,-3,-12,-6,4,2,5,-0.2,-11,-3
CCOC1(OCC)C(c2ccc(Cl)cc2)C(C#N)(C#N)C1(OCC)OCC (stereo unspecified),10,5,-3,-5,1,12,21,0.2,-30,3
COc1ccc(Br)cc1CN1CCN(c2ncccn2)CC1,0,1,10,nt,nt,1,5,-0.9,nt,2
Cc1ccc(C)c(N(C)C(=O)c2cc3c(=O)[nH]c4ccc(C)cc4c3s2)c1,-3,10,-1,-2,3,12,16,-0.2,13,1
COc1ccc(C)cc1NC(=O)CSc1ccc(-c2sc(C)nc2C)nn1,3,-5,10,3,3,15,-5,0.5,-4,1
COc1ccc(CN(C)C(=O)c2ccc3c(=O)n4c(nc3c2)CCC4)c(OC)c1,-1,-6,-2,nt,nt,28,18,-0.3,nt,1
O=C(N/N=C/c1cccc(OCc2ccccc2)c1)c1ccc(Br)cc1,-1,7,17,1,0,-27,20,0.2,-42,3
O=C(Nc1ccc(S(=O)(=O)N2CCCCC2c2cccnc2)cc1)c1c(F)cccc1F (stereo unspecified),3,2,18,3,0,6,20,-0.3,11,3
CCOC(=O)N1CCC(NC(=O)CS(=O)Cc2nc(-c3ccc(OC)c(OC)c3)oc2C)CC1 (stereo unspecified),-2,-38,-53,8,6,3,-1,0.1,-27,1
Cn1cnnc1SCC(=O)Nc1ncc(C(F)(F)F)cc1Cl,-1,-3,-2,-2,2,8,-7,-0.2,-18,1
COc1ccc(-c2[nH]ncc2CN2CCCC(C(=O)c3cccc(OC)c3)C2)cc1 (stereo unspecified),-1,5,-3,-6,-2,-1,11,-0.1,-7,-3
CCOc1cccc2cc(-c3nnc(NCc4ccco4)s3)c(=O)oc12,3,6,29,4,4,-171,24,0.5,-22,1
CCc1c(C)nc2ncnn2c1N1CCC(C(=O)Nc2ccccc2)CC1,-3,-5,1,-8,0,23,26,0.0,2,3
Cc1ccc2c(c1)N(Cc1ccncc1)C(=O)C(C)O2 (stereo unspecified),-1,0,1,1,-1,-12,12,-0.7,-15,4
